TGFb SMAD3 inh: TGF-b pathway inhibition. HepG2 CAGA-GFP TGF-b/SMAD3 reporter, GFP fluorescence, 18 h; TGF-beta stimulated, 500 pg/mL final. Potency, µM (series often up to 46.1 µM), for the others: top-dose activity, negative = inhibition, hits mostly inhibitors. 410,000 tested, 1.2% active; further: potency means the concentration at half of the fitted maximal effect; on the % scale 0 is the no-effect control and ±100 the full control effect; nearly all actives have a fitted effect of over 65% in size
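Using HEPG2 CAGA-GFP reporter cells at 1000 cells/well, we pinned test compounds, stimulated with recombinant TGF-beta (500 pg/mL final) and measured total well GFP after 18 h.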
Akt phos inh: inhibitors of Akt phosphorylation | Neuro2A IGF-stimulated pAkt S473 HTRF, 20 min; active compounds read low | activity change, % for hits at 50 µM | 360,000 tested, 0.32% active | AID 651550; in the data active means activity change below about -80%; inconclusive means mostly about -51% to -80%; further: on the % scale 0 is the no-effect control and ±100 the full control effect
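Single-point screen (50 µM final compound) in Neuro2A cells stimulated 20 min with 6 nM IGF at 37 deg C. After lysis, Ser473-phosphorylated Akt read by HTRF (ex 330 nm, em 615/665 nm) as the 665/615 ratio.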
ATXN viability: reduces viability in counter-screen for ATXN expression inhibitors; Potency, µM (highest dose often 56.7 µM), most hits filed as cytotoxic; 400,000 tested, 0.49% active; AID 651635; S2 cells (HEK-293 line with an ATXN2-luciferase reporter) viability, CellTiter-Fluor protease fluorescence, 24 h; further: potency means the concentration at half of the fitted maximal effect; nearly all actives have a fitted effect of over 40% in size
CCT chaperon mod: modulators of cytosolic chaperonin (CCT/TRiC) activity | activity change, % (test concentration not listed), hits read low | 360,000 tested, 0.3% active | purified chaperonin ATPase assay, HTRF ADP detection, 30 min | AID 651819; in the data active means activity change below about -30%; further: on the % scale 0 is the no-effect control and ±100 the full control effect
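Nucleotide hydrolysis assay: TRiC at 20–40 nM final (set by batch activity) with 10 uM ATP, 30 min at 37 °C, in presence of 76 uM compound. Detection by competitive ADP HTRF, 30 min ambient.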
HepG2 viability: kills HepG2 cells in TGF-b inhibitor counter-screen. HepG2 CAGA-GFP viability, ATP luminescence, 18 h. Potency, µM (series often up to 46.1 µM), for the others: at the top dose activity change, negative = cytotoxicity, actives largely listed as cytotoxic. 410,000 tested, 0.76% active; further: potency means the concentration at half of the fitted maximal effect; some results filed as inactive show a strong effect at the top dose
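CellTiter-Glo luminescence gave cytotoxicity after 18 hours at 37 degrees C. The cells were HepG2 CAGA-GFP in 1% FBS DMEM, stimulated with 500 pg/mL TGF-beta after compound addition. %Activity was normalised to no-cell wells (complete cell-killing) and DMSO (no toxicity), and curves were fitted and classified.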
A549 tox: kills or reduces viability of A549 cells in Nrf2 counter-screen. A549 ARE-Fluc cells, CellTiter-Fluor viability, 18-24 h. Potency, µM (doses to about 46 µM), for the others: at the top dose activity change, negative = cytotoxicity, usual class: inhibitors. 390,000 tested, 0.16% active. AID 504648; further: potency means the concentration at half of the fitted maximal effect; on the % scale 0 is the no-effect control and ±100 the full control effect
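A549 ARE-Fluc cells in 5% FBS OPTI-MEM, 5000 cells/well, rested 2 h then exposed to compounds in concentration-response for 18-24 h at 37 °C. Viability by CellTiter-Fluor fluorescence (Ex 405/Em 525) after 30 min; luciferase luminescence (BugLite, 15 min, RT) read afterwards.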
Nrf2 block: inhibitors of Nrf2 signaling; A549 ARE-Fluc reporter, luciferase luminescence, 18-24 h; Potency, µM (doses to about 46 µM), for inactives: at the top dose activity change, negative = inhibition, usual class: inhibitors; 360,000 tested, 2.1% active; AID 504444; further: potency means the concentration at half of the fitted maximal effect; on the % scale 0 is the no-effect control and ±100 the full control effect; nearly all actives have a fitted effect of over 60% in size
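Nrf2 activity is the BugLite luminescence, read 15 min after reagent at room temperature, following CellTiter-Fluor cytotoxicity readout (30 min, 37C). Compound titrations were applied for 18-24 h to 5000 A549 ARE_Fluc cells/well in 5% FBS OPTI-MEM.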
Nrf2 ARE act: Nrf2 pathway activation; Potency, µM (top dose mostly 46.1 µM), for inactives: at the highest dose activation, usual class: activators; AID 624171; 410,000 tested, 0.31% active; AREc32 ARE-luciferase reporter (MCF7-derived line), luminescence, 24 h; further: potency means the concentration at half of the fitted maximal effect; % of control where 0% means no effect; nearly all actives have a fitted effect of over 65% in size
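AREc32 cells carrying an ARE-driven firefly luciferase reporter were seeded at 1000 cells/well in OPTI-MEM with 5% FBS, then exposed to compound for 24 hr at 37 deg C. Luminescence was read with Steady-Glo after 30 min at RT.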
MmCpn inh: blocks the Methanococcus maripaludis chaperonin Mm-Cpn; Potency, µM (top dose mostly 76.9 µM), for inactives: top-dose activity, negative = inhibition, actives largely listed as inhibitors; purified Mm-Cpn ATPase, ADP Transcreener TR-FRET; 330,000 tested, 0.031% active; further: potency means the concentration at half of the fitted maximal effect; on the % scale 0 is the no-effect control and ±100 the full control effect; nearly all actives have a fitted effect of over 80% in size
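Purified archaeal chaperonin (25 nM final) was preincubated with compound for 10 min at 37°C, then ATP (10 uM final) was added for 30 min at 37°C in Tris pH 7.4/KCl/MgCl2/DTT buffer. ADP was quantified by HTRF Transcreener TR-FRET.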
Active calls of the source: *; i = inactive; u = inconclusive; x = not tested or not shown; & = joins results of further samples; [ ] = another dose, or the depositor's remark. Unless noted, the call rests on the fitted dose curve; in most records, active means well fitted curve in the direction sought with a large enough effect; inconclusive means small, poorly fitted or top-dose-only effect, or another doubt; inactive means no such curve, though single readings can be large; an effect the other way counts as inactive or inconclusive.

SMILES	TGFb SMAD3 inh	Akt phos inh	ATXN viability	CCT chaperon mod	HepG2 viability	A549 tox	Nrf2 block	Nrf2 ARE act	MmCpn inh
CCOc1ccccc1CNC(=O)C1CCN(C2=NS(=O)(=O)C(c3ccc(C)c(C)c3)=C2C)CC1	-13%	x	i	x	1%	6%	15%	-0.6%	x
O=C(COc1ccc2ccccc2c1)Nc1ccc(Br)cc1C(=O)O	-1%	i	i	0.2	-20%	6%	-18%	-0.5%	2%
CCC(C)[C@H]1CN=C(N)N1CCCc1cc(OC)c(OC)c(OC)c1 (stereo partly specified)	-27%	i	i	-2.9	-11%	-4%	7%	-0.7%	-2%
COc1ccc(NC2CC(=O)N(c3cc([N+](=O)[O-])ccc3C)C2=O)cc1 (stereo unspecified)	-18%	i	i	-11	-44%	2%	-3%	3.1%	0%
COc1ccc(C(=O)N[C@H](C(=O)NCCCSc2ccccc2)C(C)C)cc1	-10%	i	i	0.4	-11%	-7%	-14%	-0.8%	0%
C/C(N)=C(/C#N)C(=O)CSc1nnc(-c2ccc(OC(F)F)cc2)o1	0%&0%	i	i	-1.5&-5.2	-11%&-18%	-10%&-9%	u	4.5%&5.7%	2%
COc1nc(N2CCOCC2)nc(C)c1[N+](=O)[O-]	-3%	i	i	-0.2	3%	5%	-8%	0.1%	2%
Cc1noc(C)c1S(=O)(=O)N1CCC(C(=O)c2ccccc2)CC1	15%	i	i	-11	4%	-5%	-3%	0.1%	-6%
CCN(C[C@H]1N[C@@](Cc2ccccc2)(C(=O)OC)[C@H]2C(=O)N(C)C(=O)[C@@H]12)S(=O)(=O)c1ccc(OC(F)(F)F)cc1	-21%	i	u	1.2	-8%	-10%	-10%	0.2%	-3%
COc1ccc(NC(=O)CN(C)S(=O)(=O)c2cnc[nH]2)cc1OC	19%	i	i	-0.4	12%	5%	-13%	-0.9%	4%
Nc1nc(N)nc(-c2cccc(Cl)c2Cl)n1	-3%	i	i	-1.1	-2%	-3%	-7%	-0.6%	-1%
CCNc1ccc(C(=O)OCC)cc1NC(=O)c1cc(S(=O)(=O)N2CCOCC2)ccc1C	3%	i	i	-5.3	-2%	4%	-25%	-0.1%	2%
COc1ccc(C(=O)N=c2sc3ccccc3n2C)cc1OC	2%	i	i	0.0	-19%	0%	u	3.4%	3%
COCCCN(C(=O)c1cc(Cl)nc2ccccc12)c1c(N)n(Cc2ccccc2)c(=O)[nH]c1=O	-4%	i	i	-1.4	-6%	-8%	-1%	0.0%	1%
O=C(c1ccco1)N1CCN(c2nc(C3CC3)nc3c2nnn3Cc2ccccc2Cl)CC1	u	i	i	0.8	-20%	1%	16µM*	2.3%	-3%
O=C(COC(=O)Cc1ccc(F)cc1)NC(=O)c1ccccc1	6%	i	u	0.7	1%	-13%	-19%	-0.4%	0%
Nc1nonc1-n1nnc(C(=O)N/N=C/c2cccc(Cl)c2)c1CSc1ccc(Cl)cc1	-18%	i	u	-0.3	-6%	5%	-4%	-0.8%	0%
COc1ccc(NC(C)=O)cc1NC(C)C(=O)Nc1cc(C(F)(F)F)ccc1N1CCOCC1 (stereo unspecified)	0%	i	i	-1.2	-20%	-20%	-10%	0.6%	-2%
OCCN1CCN(Cc2ccc3ccccc3c2)CC1	-28%	i	i	-0.7	1%	0%	3%	-0.4%	0%
Cc1ccc2[nH]c(CSc3nnc(C)s3)cc(=O)c2c1	-8%	x	i	x	4%	1%	x	3.7%	x
N#Cc1ccc(-c2cccs2)nc1SCc1c(F)cccc1Cl	-24%	x	u	x	-42%	-14%	-25%	-0.2%	x
Cc1ccc(C(=O)Nc2cc3nn(-c4ccccc4)nc3cc2Cl)c(C)c1	1%	x	i	x	-12%	-1%	0%	-0.8%	x
Cc1cc(C)c(C#N)c(SCCS(=O)(=O)c2ccc(Cl)cc2)n1	2%	i	i	0.8	9%	-9%	u	u	0%
Cn1c(-c2ccc(Br)cc2)cnc1NCc1ccc(C#N)cc1	u	i	u	1.7	-17%	0%	u	9.8%	1%

5 consecutive entries already listed, quoted:
SMILES	TGFb SMAD3 inh	Akt phos inh	ATXN viability	CCT chaperon mod	HepG2 viability	A549 tox	Nrf2 block	Nrf2 ARE act	MmCpn inh
Cc1ccc2[nH]c(CSc3nnc(C)s3)cc(=O)c2c1	-8%	x	i	x	4%	1%	x	3.7%	x
N#Cc1ccc(-c2cccs2)nc1SCc1c(F)cccc1Cl	-24%	x	u	x	-42%	-14%	-25%	-0.2%	x
Cc1ccc(C(=O)Nc2cc3nn(-c4ccccc4)nc3cc2Cl)c(C)c1	1%	x	i	x	-12%	-1%	0%	-0.8%	x
Cc1cc(C)c(C#N)c(SCCS(=O)(=O)c2ccc(Cl)cc2)n1	2%	i	i	0.8	9%	-9%	u	u	0%
Cn1c(-c2ccc(Br)cc2)cnc1NCc1ccc(C#N)cc1	u	i	u	1.7	-17%	0%	u	9.8%	1%

Next results.
SMILES	TGFb SMAD3 inh	Akt phos inh	ATXN viability	CCT chaperon mod	HepG2 viability	A549 tox	Nrf2 block	Nrf2 ARE act	MmCpn inh
C=CC[C@@H](CC(=O)N[C@@H](CO)Cc1ccccc1)C(=O)N[C@H](C)COC(=O)[C@@H](CC=C)Cc1ccc(F)cc1	9%	i	i	1.0	-29%	-7%	7%	3.1%	1%
CC(=O)OC1CC2(C)C(=O)CCC2C2CCc3cc(O)ccc3C12 (stereo unspecified)	6%	i	i	-2.2	-5%	-2%	u	0.0%	1%
CC1CC(C)CN(C(C(=O)NC2CCCCC2)c2ccnc3ccccc23)C1 (stereo unspecified)	u	i	u	-0.3	-16%	x	x	-1.2%	x
CCCCOc1ccc(C(=O)NCc2ccccn2)cc1	-5%	i	i	3.6	-36%	4%	9%	5.6%	3%
COCCn1cnc2c1c(=O)n(CC(=O)O)c(=O)n2Cc1ccccc1	3%	i	i	-4.7	-7%	-6%	-6%	0.4%	2%
COc1ccc(OC)c(C2CC(=O)N3CN(c4ccccc4)CSC3=C2C#N)c1 (stereo unspecified)	-3%	i	u	0.0	1%	-3%	17%	3.2%	-4%
Cc1cccnc1NC(=O)c1ccccc1-c1ccccc1C(=O)Nc1ncccc1C	-9%	i	u	-2.7	2%	-14%	7%	0.3%	0%
CCOC(=O)C1=C(C)Nc2sc(C(=O)c3ccc(C)cc3)c(N)c2C1c1ccc(C(=O)OC)cc1 (stereo unspecified)	6%	i	x	-4.3	15%	-28%	-25%	-0.3%	-10%
COc1ccccc1CN1CC(C(=O)N2CCCCO2)CCC1=O (stereo unspecified)	3%	i	i	0.7	6%	0%	u	0.3%	2%
CCN(CC)CCCNC(=O)c1cn(CCOC)c(=O)c2c1c1ccccc1n2C	2%	i	i	-10	-25%	-2%[1.84 µM]	1%	0.4%	-1%
O=C(O)CCn1c(=O)oc2cc(S(=O)(=O)N3CCCC3)ccc21	-11%	i	i	1.5	2%	-1%	6%	-0.5%	2%
COc1ccc(NC(=O)c2ccc(CN3CCN(c4ccccc4)CC3)cc2)cc1OC	-20%	i	i	-0.3	-1%	-2%	x	-0.1%	-4%
Cc1cc(C)cc(-n2c(SCC(=O)N3CCCCCC3)nc3c([nH]c4ccccc43)c2=O)c1	31%[activator]	x	i	x	-1%	-3%	x	-0.2%	x
O=C(CCNC(=O)C1CCN(S(=O)(=O)c2ccc(F)cc2)CC1)NCc1ccc(Cl)cc1	-24%	i	i	-1.3	-27%	8%	-16%	3.3%	1%
CC(C(Sc1ccccc1N)c1ccccc1)[N+](=O)[O-] (stereo unspecified)	u	i	28µM*	-1.0	-70%	-4%	9%	28%	0%
COc1ccc(Cn2c(CO)cnc2SCc2ccc(F)cc2)cc1	-8%	x	i	x	-9%	4%	x	2.6%	x
COC(=O)C1=C(C)N(C)C(C)=C(C(=O)OC)C1c1ccsc1	u	i	i	-2.5	11%	8%	x	0.4%	-1%
CCn1c(SCC(=O)Nc2nc(-c3ccc(C)cc3)cs2)nnc1-c1ccccc1	u	i	i	1.0	-17%	u	u	3.3%	0%
Cc1ccccc1C(=O)Nc1ccnn1C1CCN(C(=O)c2cnsn2)CC1	0%	i	i	-0.3	0%	3%	13%	-0.2%	0%
COCCCNC1=C(C#N)C(=O)NC(c2cccs2)S1 (stereo unspecified)	-8%	i	i	-2.2	-11%	x	x	-0.9%	x
CC(C)(C)OC(=O)NCCCC[C@H](NC(=O)[C@H](Cc1c[nH]c2ccccc12)NC(=O)OCc1ccccc1)C(=O)O	12%	i	u	-2.1	-1%	2%	7%	0.1%	0%
COc1cccc(C2C(C(=O)Nc3ccc(C)cc3C)=C(C)Nc3c(C(=O)Nc4ccccc4)cnn32)c1 (stereo unspecified)	-5%	x	x	x	-8%	5%	11%	2.4%	x
CC1=C2C(=O)OC(c3ccoc3)C2(C)CCC1 (stereo unspecified)	27%	i	i	1.9	0%	8%	x	0.0%	2%
Cc1cc(=O)[nH]c2nnc(SCc3ccc(C(F)(F)F)cc3)n12	u	x	x	x	-20%	6%	x	0.6%	x
CCOC1=C2[C@@H](CN(S(=O)(=O)c3ccc(C)cc3)[C@H]2c2ccccc2F)[C@H]2C(=O)N(c3ccccc3)C(=O)[C@H]2C1	-3%	i	i	1.0	13%	x	x	-1.1%	x

Profiles from above. Values in the order: TGFb SMAD3 inh, Akt phos inh, ATXN viability, CCT chaperon mod, HepG2 viability, A549 tox, Nrf2 block, Nrf2 ARE act, MmCpn inh
Listed for `Cc1ccccc1C(=O)Nc1ccnn1C1CCN(C(=O)c2cnsn2)CC1` → 0%, i, i, -0.3, 0%, 3%, 13%, -0.2%, 0%
Listed for `CCOC1=C2[C@@H](CN(S(=O)(=O)c3ccc(C)cc3)[C@H]2c2ccccc2F)[C@H]2C(=O)N(c3ccccc3)C(=O)[C@H]2C1` → -3%, i, i, 1.0, 13%, x, x, -1.1%, x
